Screening results as filed in PubChem BioAssay.
PglD DTNB: C. jejuni PglD acetyltransferase inhibitors, primary screen, biochemical, DTNB colorimetric, single point; AID 602405, 2012; purified PglD enzyme, DTNB colorimetric CoA detection; inhibition, % at 12.5 µM; 360,000 tested, 0.098% active; in the data active = inhibition above about 16%, passing the limit was not always enough; also: strong numbers were not always called active
RAD52 inh: RAD52 DNA annealing inhibitors, primary screen, biochemical, FRET, single point, set 2 | recombinant RAD52 DNA annealing, FRET fluorescence | DNA repair protein RAD52 homolog (Homo sapiens), P43351 | AID 651710, 2012 | inhibition, % at 18.7 µM | 360,000 tested, 0.46% active;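 active = every replicate showing at least 50% inhibition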
Target sequence (P43351 whole entry, looked up): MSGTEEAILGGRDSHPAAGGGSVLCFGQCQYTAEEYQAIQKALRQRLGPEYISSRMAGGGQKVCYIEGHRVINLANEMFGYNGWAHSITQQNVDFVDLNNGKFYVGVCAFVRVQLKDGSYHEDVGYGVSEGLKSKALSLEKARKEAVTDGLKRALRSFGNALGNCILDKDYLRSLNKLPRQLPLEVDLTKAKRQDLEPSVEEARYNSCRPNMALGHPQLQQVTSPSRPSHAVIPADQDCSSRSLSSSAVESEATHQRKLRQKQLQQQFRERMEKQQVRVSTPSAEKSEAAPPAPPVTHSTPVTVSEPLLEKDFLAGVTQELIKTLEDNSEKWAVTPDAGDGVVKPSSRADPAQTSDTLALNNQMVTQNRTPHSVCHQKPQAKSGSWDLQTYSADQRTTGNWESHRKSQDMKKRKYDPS
Cneo AK release: Cryptococcus neoformans cell lysis inducers, primary screen, AK release luminescence, single concentration | C. neoformans lysis, adenylate kinase release luminescence, 4 h; normalised: neutral wells 0, clomiphene wells 100 | lysis activity, % at 15 µM | 360,000 tested, 0.2% active | AID 651654, 2012;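 active = mean lysis activity across replicates of at least 80%, whatever share of replicates individually reach that level; inactive = mean lysis activity below 80%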
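Assay system: log-phase C. neoformans yeast / Quantity: yeast cell density of 5 × 10^6 cells/mL / Medium: fresh YPD growth medium / Compound: single dose / Timing: static 4 h at 37 °C with compound, 1 h detection / Measured by: adenylate kinase release luminescence / Read-out: lysis from increased AK signal / Benchmarks: Clomiphene as positive lysis control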
miR122 inh: miR-122 Renilla sensor signal increase in Huh7, primary screen, miR-122 inhibitor project, cell-based, single point, plate reader | AID 602342, 2012 | 340,000 tested, 0.3% active | Huh7 miR-122 Renilla luciferase sensor, 48 h; neutral wells = 0, positive control = 100 | activation (reporter increase), % at 12.5 µM;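 active = mean replicate activation score at least 90 and every replicate individually at or above 90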;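 also: higher luciferase means less miR-122 activity so hits act as miR-122 inhibitors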
ERAP1 inh: human ERAP1 aminopeptidase inhibitors, primary screen, biochemical, single point, plate reader. Endoplasmic reticulum aminopeptidase 1 (Homo sapiens), Q9NZ08. AID 652197, 2013. 340,000 tested, 0.15% active. recombinant ERAP1, Leu-AMC fluorescence, 60 min. inhibition, % at 10.7 µM;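 active = mean replicate inhibition of at least 30%, or all replicates individually reaching that 30% level; inactive = mean below 30% and not every replicate reaching it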;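 also: 0% = neutral control wells and 100% = L-leucinethiol positive control wells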
PGC1a acetyl inh: inhibitors of PGC1a acetylation signal, primary screen, cell-based, U2OS, AlphaScreen, inhibitor mode; AlphaScreen anti-acetyl-lysine; with virally co-expressed GCN5 acetyltransferase; inhibition, % at 15.6 µM; 350,000 tested, 0.17% active; AID 651687, 2012;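 active = every replicate shows inhibition of at least 40%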;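 also: 0% = neutral control wells and 100% = positive control wells; some results beyond the cut were filed as inactive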
RAD54 branch: inhibitors of human RAD54 branch migration, primary screen, biochemical, fluorescence, single point | DNA repair and recombination protein RAD54-like (Homo sapiens), Q92698 | RAD54 Holliday junction branch migration, FAM/BHQ fluorescence | inhibition, % at 10.4 µM | 360,000 tested, 0.14% active | AID 602329, 2012;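 active = mean normalized replicate activity at least 40 and at least half of replicates scoring 40 or more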;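 also: 0% = median of neutral control wells and 100% = median of positive control wells; inhibitors cause a drop in the FAM fluorescence signal; in these data hits start at about 50%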
E-selectin induc: E-selectin induction in HUVECs, primary screen, imaging, HUVEC, immunofluorescence imaging, single point; P16581; activation, % at 7.58 µM; normalized: neutral wells 0, TNF-alpha wells 100; AID 686992, 2013; 260,000 tested, 0.37% active;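 active = mean E-selectin-positive cell signal at least 10% of the positive control, reached in at least 60% of replicates, without over 20% cell loss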;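 also: in these data hits start at about 27%; measured in HUVEC primary endothelial cells; signal is the percent of cells scored E-selectin positive by PE staining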
Target sequence (P16581 whole entry, looked up): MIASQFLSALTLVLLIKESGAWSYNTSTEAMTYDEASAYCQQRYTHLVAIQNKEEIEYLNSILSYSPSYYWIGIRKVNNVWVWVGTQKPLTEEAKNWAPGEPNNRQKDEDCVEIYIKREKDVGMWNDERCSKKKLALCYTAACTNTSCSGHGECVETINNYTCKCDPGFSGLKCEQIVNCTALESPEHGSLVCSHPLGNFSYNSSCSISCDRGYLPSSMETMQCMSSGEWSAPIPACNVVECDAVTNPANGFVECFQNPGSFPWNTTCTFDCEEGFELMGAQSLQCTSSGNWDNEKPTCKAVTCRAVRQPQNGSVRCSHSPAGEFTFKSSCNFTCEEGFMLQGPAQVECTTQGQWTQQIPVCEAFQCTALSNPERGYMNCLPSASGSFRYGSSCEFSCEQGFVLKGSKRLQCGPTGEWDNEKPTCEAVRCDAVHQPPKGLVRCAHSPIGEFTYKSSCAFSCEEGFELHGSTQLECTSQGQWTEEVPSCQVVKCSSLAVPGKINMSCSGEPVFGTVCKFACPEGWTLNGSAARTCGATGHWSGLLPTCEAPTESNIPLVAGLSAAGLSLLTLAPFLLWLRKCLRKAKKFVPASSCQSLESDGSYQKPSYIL
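Read-out: % PE-positive cells | Test system: HUVEC | Doses: One compound dose added by pin transfer | Buffer or medium: EGM-2 over gelatin coat | Signal: Immunofluorescence imaging | Benchmarks: TNF-alpha, DMSO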
Active calls of the source: *; nt = not tested or not shown; & = joins results of further samples; [ ] = dose if it differs, or a comment.

SMILES	PglD DTNB	RAD52 inh	Cneo AK release	miR122 inh	ERAP1 inh	PGC1a acetyl inh	RAD54 branch	E-selectin induc
COc1ccc2sc(-c3ccc(S(C)(=O)=O)cc3)c(-c3ccc4c(c3)OCCO4)c2c1	0	2	-5	7	5	-16	2	nt
O=c1[nH]c(C2CCN(S(=O)(=O)c3ccc(S(=O)(=O)NC4CC4)cc3)CC2)nc2c1nnn2Cc1ccccc1	2	-4	2	nt	-7	nt	2	nt
Cc1noc(C)c1NC(=O)N(C)C[C@H]1Oc2ccc(NC(=O)C3CCCCC3)cc2C(=O)N([C@H](C)CO)C[C@H]1C	6	-8	7	-4[16.7 µM]	-1	-1	-6	-0.2
Cc1cc(C)cc(C(=O)N2CC(C)OC(C)C2)c1 (stereo not given)	2	nt	8	3	nt	nt	5	nt
COc1ccc(C2(c3ccc(OC)cc3)NC(=O)N(CC(=O)Nc3ccc(OC)c(OC)c3)C2=O)cc1	-2	-9	0	-7	-2	nt	6	0.2
COC(=O)c1ccc(OCC(=O)NCCC2=CCCCC2)c(OC)c1	5	-3	-1	-10	0	-5	14	nt
Cc1ccccc1S(=O)(=O)N1[C@@H]2CNC[C@H]1C2c1ccc(-c2cccnc2)cc1 (stereo not given in full)	nt	4	nt	nt	1	2&-8	nt	-0.1&0.0
COc1ccc(CN(C)C[C@H]2Oc3ccc(NC(=O)C4CCCCC4)cc3C(=O)N([C@H](C)CO)C[C@@H]2C)cc1	1	8	9	1[16.7 µM]	2	-3	6	-0.4
O=S(=O)(NCc1ccc2c(c1)OCO2)c1ccccc1F	-4	7	-1	-1	-1	nt	-7	nt
O=C(CSc1nnc(CNC(=O)c2ccccc2)o1)NCc1ccccc1	5	-9	-1	1	0	4	-18	0.0
COC(=O)c1c(-c2ccccc2)csc1NC(=O)c1ccco1	1	nt	3	nt	nt	4	-4	nt
c1coc(CNc2ncnc3c2oc2ccccc23)c1	2	nt	0	-5	nt	nt	-3	nt
CCCCN1C(=O)C(CC(=O)NCC2CCCCC2)CC(C(=O)N(CC)CC)=C1C (stereo not given)	2	-6	-1	-4	-1	-17	3	0.1
Cc1cc(-c2csc(NCc3ccccc3)n2)c(C)n1C	-3	nt	6	-5	nt	5	-12	nt
CN(CCNC(=O)C1(O)c2ccccc2NC(=O)N1c1ccccc1)Cc1ccccc1 (stereo not given)	11	nt	0	-2	nt	1	0	nt
C/C(=N\NC(=O)c1nnn(-c2nonc2N)c1CSc1ccc(C)cc1)c1ccco1	3	-12	0	-6	-2	-3	0	nt
Cc1ccc(C(=O)C2CCN(S(=O)(=O)c3ccc(C(=O)O)cc3)CC2)cc1	0	-22	-3	nt	-2	nt	-19	0.0
CNC[C@@H]1Oc2ccc(NC(=O)Nc3ccccc3)cc2CC(=O)N([C@H](C)CO)C[C@H]1C	7	4	-1	-5[16.7 µM]	-1	4	-10	-1.6
CC(C)Cc1ccc(CN2CCCC(NC(=O)CCCN3CCCC3=O)C2)cc1 (stereo not given)	4	-13	-2	1	0	0	-3	nt
O=C(CCC(=O)Nc1ccccc1Cl)NNC(=O)C1CCCCC1	-1	-11	1	3	-1	nt	1	-0.8
CCN(CC)CCOC(=O)c1c(C)oc2ccc(OC)cc12	-2	nt	2	2	nt	13	41	nt
O=C(N/N=C/C=C\c1cccc([N+](=O)[O-])c1)c1cccnc1	-5	6	1	1	3	-20	20	-0.4
COCC(C)NS(=O)(=O)c1ccc(C)cc1 (stereo not given)	-4	nt	-3	1	nt	-18	-6	nt
COc1ccc(S(=O)(=O)Nc2ccc3c(c2)C(=O)N([C@@H](C)CO)C[C@H](C)[C@@H](CN(C)C(=O)Nc2ccccc2)O3)cc1	1	4	-2	-7[16.7 µM]	-2	8	0	-0.1
O=C(CN(CCc1ccccc1)C(=O)c1csnn1)NC1CCCC1	-2	-19	1	1	1	nt	-4	-1.8
CNC(=S)N/N=C/c1ccccc1OCC(=O)O	-3	-14	1	-6	-1	3	nt	-0.2
COc1cc2cc3c(N)c(C(=O)NCc4ccco4)sc3nc2cc1OC	5	nt	1	-9	nt	-16	26	nt
COc1ccccc1NC(=S)N1CCC(c2nc3ccccc3o2)CC1	8	-16	4	-3	0	3	5	-0.1
Cc1cc(C)n(C(=O)c2cc3sccc3[nH]2)n1	-1	-19	2	nt	-1	-5	3	nt
Cc1cccc(NC(=O)Cn2cnc(S(=O)(=O)N3CCCC3)c2)c1C	1	-5	-2	-4	-1	6	-2	nt
CC(=O)Nc1ccc(S(=O)(=O)N2CCCc3ccccc32)cc1	-8	nt	-5	12	nt	-3	-5	nt
C[C@H](CO)N1C[C@H](C)[C@H](CN(C)C(=O)Nc2ccc(F)cc2)Oc2ccc(NC(=O)C3CCCCC3)cc2C1=O	0	7	-4	7[16.7 µM]	-2	nt	0	0.7
NS(=O)(=O)c1ccc(CCNC(=O)Cc2cccs2)cc1	2	-20	-5	-2	2	1	-11	1.6
NS(=O)(=O)c1ccc(CNC(=O)c2ccccc2SCC(=O)N2CCCC2)cc1	4	6	1	-3	3	-21	-4	7.6
O=C(Cc1ccccc1)Nc1nonc1NC(=O)c1ccccc1	-1	nt	3	-20	nt	-13	-6	nt
COc1ccc(S(=O)(=O)N2CCC(Cc3ccccc3)CC2)cc1NC(C)=O	4	-6	-2	-3	-2	nt	-2	nt

Reformatted with values under each structure: part of the list above
Fields – PglD DTNB | RAD52 inh | Cneo AK release | miR122 inh | ERAP1 inh | PGC1a acetyl inh | RAD54 branch | E-selectin induc
- NS(=O)(=O)c1ccc(CNC(=O)c2ccccc2SCC(=O)N2CCCC2)cc1
    4 | 6 | 1 | -3 | 3 | -21 | -4 | 7.6
- O=C(Cc1ccccc1)Nc1nonc1NC(=O)c1ccccc1
    -1 | nt | 3 | -20 | nt | -13 | -6 | nt
- COc1ccc(S(=O)(=O)N2CCC(Cc3ccccc3)CC2)cc1NC(C)=O
    4 | -6 | -2 | -3 | -2 | nt | -2 | nt

(list continues)
SMILES	PglD DTNB	RAD52 inh	Cneo AK release	miR122 inh	ERAP1 inh	PGC1a acetyl inh	RAD54 branch	E-selectin induc
CC(=O)Nc1ccc(NC(=O)c2ccc(-c3c(C)noc3C)c3ccoc23)cc1	4	-3	-3	-1	1	-35	-6	0.0
CS(=O)(=O)Nc1ccc2c(c1)[C@H]1C[C@@H](CC(=O)NC3CCCC3)O[C@@H](CO)[C@H]1O2	2	-12	13	1[16.7 µM]	0	0	2	-0.4
Cc1ccc(C2C(C(=O)c3sc(C)nc3C)=C(O)C(=O)N2CCN(C)C)o1 (stereo not given)	4	-20	-1	1	10	4	-2	nt
C[C@@H]1CCCCO[C@H](CN(C)S(C)(=O)=O)[C@@H](C)CN([C@H](C)CO)C(=O)c2cc(NC(=O)Nc3ccc4c(c3)OCO4)ccc2O1	0	11	50	8[16.7 µM]	-7	12	-6	-0.1
CC(C)c1cc(CN2CCN(C3CCCC3)C(CCO)C2)[nH]n1 (stereo not given)	nt	-15	nt	nt	-3	3	nt	1.0
COc1ccc(NC(=O)Nc2ccc3c(c2)C(=O)N([C@@H](C)CO)C[C@H](C)[C@@H](CN(C)C(=O)NC2CCCCC2)OCCCC[C@H](C)O3)cc1	nt	-5	nt	nt	8	1	nt	0.2
O=[N+]([O-])c1ccc(CSc2ccccn2)cc1	5	-13	-1	-2	0	1	3	-0.1
CN1CC(=O)N2Cc3[nH]c4ccccc4c3C[C@H]2C1=O	5	-8	-1	-6	-1	1	-3	nt
CN(C)CC(=O)N[C@@H]1CC[C@@H](CCNC(=O)Nc2ccc(Cl)cc2)O[C@H]1CO	0	41	-2	nt	-2	1	-6	-0.2
Cc1ccc(-c2ccc([C@H]3[C@@H](CO)N4C(=O)CN(S(=O)(=O)c5cccc(F)c5)C[C@@H]34)cc2)cc1	nt	-13	nt	nt	0	4	nt	-0.3
Cc1noc(C)c1NC(=O)N(C)C[C@@H]1Oc2ccc(NS(=O)(=O)c3cn(C)cn3)cc2C(=O)N([C@H](C)CO)C[C@H]1C	-2	6	0	-3[16.7 µM]	0	-6	-4	-1.6
CC1(C(=O)NC2CCCCCC2)CCN1C(=O)Cc1ccc(-c2ccccc2)cc1 (stereo not given)	-6	-1	0	-8	1	nt	-4	-0.8
CC(=O)c1ccc2c3c(cccc13)CC2	1	nt	0	3	nt	-1	-14	nt
CC(C)N1CCC1(C)C(=O)Nc1nccc2cccnc12 (stereo not given)	7	1	11	nt	5	nt	0	-0.4
O=C(CCNC(=O)c1ccccc1Cl)Nc1cccc(S(=O)(=O)N2CCCC2)c1	-76	-16	0	-7	-7	2	-4	0.8
COC(=O)CCN(C(=O)c1ccc(N2CCCC2)c([N+](=O)[O-])c1)c1ccccn1	nt	-6	nt	nt	3	-9	nt	-1.4
Cc1ccc2nc(SCC(=O)NCc3ccccc3)nc(=O)n2c1	1	-11	1	-1	-4	nt	-5	nt
C[C@@H]1CN([C@@H](C)CO)C(=O)c2cccc(NC(=O)Nc3ccc(C(F)(F)F)cc3)c2O[C@@H]1CN(C)C(=O)Nc1cccc2ccccc12	0	12	1	-8[16.7 µM]	0	3	-4	-0.2
Cc1ccc(S(=O)(=O)N2CCCCC2)cc1NC(=O)Cn1ccsc1=N	nt	-24	nt	nt	-1	-1	nt	1.4
C[C@H](CO)N1C[C@H](C)[C@@H](CN(C)C(=O)Nc2cccc3ccccc23)OCCCC[C@H](C)Oc2ccc(NS(=O)(=O)c3ccc(F)cc3)cc2C1=O	-2	14	1	-12[16.7 µM]	-5	-35	-4	0.1
CCCCN(Cc1cccs1)S(=O)(=O)c1ccc(-c2ccc(=O)[nH]n2)s1	-5	-12	6	9	-6	-22	-10	nt
Cc1nn(CC(=O)Nc2ccc3nc4n(c(=O)c3c2)CCCC4)c(C)c1[N+](=O)[O-]	2	-9	2	-10	4	-20	4	-0.4
O=C(CCNS(=O)(=O)c1ccccc1C(F)(F)F)NNC(=O)C1COc2ccccc2O1 (stereo not given)	-3	-1	0	nt	-7	6	-3	1.1
CCOC(=O)CSc1nc2c(c(=O)n1-c1ccc(OC)cc1)SCC2	6	-4	-1	nt	5	nt	1	-0.1
Cc1ccc2cc3c(nc2c1)N(c1ccccc1)CC3	-2	-18	0	1	6	nt	-3	0.2
Cc1cc(C(=O)Nc2cccc3ccccc23)c(C)o1	-8	-7	-7	-16	-2	7	5	nt
CO[C@@H]1CN(C)C(=O)c2ccc(NS(=O)(=O)c3cn(C)cn3)cc2OC[C@@H](C)N(CCC(F)(F)F)C[C@H]1C	3	14	3	nt	2	-4	-14	0.3
CSc1ccccc1C(=O)OCC(=O)N1CCN(C(C)=O)CC1	1	-12	0	-9	1	0	-10	nt
Cc1ccc(S(=O)(=O)N2CCCCC2)cc1NS(=O)(=O)c1ccc(Cl)c(C(=O)O)c1	2	-5	0	-1	-17	-17	6	0.2
Cc1cccc(-n2cc(CN3CCN(C(=O)c4ncn[nH]4)CC3)c(-c3cccc(F)c3)n2)c1	nt	-17	nt	nt	-1	4	nt	1.9
O=C(COc1ccc(Br)cc1)Nc1ccc(S(=O)(=O)Nc2ccccn2)cc1	-1	-12	1	-20	-4	3	-7	0.4
